# Source: PubChem (National Center for Advancing Translational Sciences (NCATS))
# CCT chaperon mod: changes cytosolic chaperonin activity. 0.3% of 360,000 active. purified chaperonin ATPase assay, HTRF ADP detection, 30 min. activity change, % (concentration not given with the values), hits read low; in the data active means activity change below about -30%; further: on the % scale 0 is the no-effect control and ±100 the full control effect
#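 First, chaperonin was dispensed at 40 nM or 20 nM final depending on batch activity. Next, compounds were pinned at 76 uM and ATP added at 10 uM. After 30 min at 37 °C, ADP detection reagents ran 30 min at ambient temperature.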
# Nrf2 inh: blocks Nrf2 signaling | A549 ARE-Fluc reporter, luciferase luminescence, 18-24 h | Potency, µM (top dose mostly 46 µM), inactives show at the top dose activity change, negative = inhibition, hits mostly inhibitors | 2.1% of 360,000 active | AID 504444; further: potency means the concentration at half of the fitted maximal effect; on the % scale 0 is the no-effect control and ±100 the full control effect; nearly all actives have a fitted effect of over 60% in size
#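 Two sequential reads on A549 ARE_Fluc cells exposed to compound for 18-24 h: a CellTiter-Fluor fluorescence read for viability, then a luciferase luminescence read for Nrf2/ARE activity.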
# TGFb SMAD3 inh: TGF-b pathway inhibition. Potency, µM (series often up to 46.1 µM), for the others: at the highest dose activity, negative = inhibition, actives largely listed as inhibitors. HepG2 CAGA-GFP TGF-b/SMAD3 reporter, GFP fluorescence, 18 h; TGF-beta stimulated, 500 pg/mL final. 1.2% of 410,000 active; further: potency means the concentration at half of the fitted maximal effect; on the % scale 0 is the no-effect control and ±100 the full control effect; nearly all actives have a fitted effect of over 65% in size
#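 Read-out: total well GFP (ex488/em500-530) summed from mean per-cell fluorescence. Cells: HEPG2 CAGA-GFP, 1% FBS DMEM, 18 h at 37 degrees C with 500 pg/mL final TGF-beta. Unstimulated wells served as the full-inhibition control; stimulated DMSO wells = 0%.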
# EPAC2 agonist: EPAC2 (human) agonism; Potency, µM (series often up to 154 µM), for the others: top-dose activation, hits mostly activators; EPAC2 activation, biochemical qHTS; response scale: 100% = 6.5 mM cAMP response; 0.079% of 360,000 active; further: potency means the concentration at half of the fitted maximal effect; nearly all actives have a fitted effect of over 50% in size
# Target sequence (Q8WZA2 whole entry, looked up): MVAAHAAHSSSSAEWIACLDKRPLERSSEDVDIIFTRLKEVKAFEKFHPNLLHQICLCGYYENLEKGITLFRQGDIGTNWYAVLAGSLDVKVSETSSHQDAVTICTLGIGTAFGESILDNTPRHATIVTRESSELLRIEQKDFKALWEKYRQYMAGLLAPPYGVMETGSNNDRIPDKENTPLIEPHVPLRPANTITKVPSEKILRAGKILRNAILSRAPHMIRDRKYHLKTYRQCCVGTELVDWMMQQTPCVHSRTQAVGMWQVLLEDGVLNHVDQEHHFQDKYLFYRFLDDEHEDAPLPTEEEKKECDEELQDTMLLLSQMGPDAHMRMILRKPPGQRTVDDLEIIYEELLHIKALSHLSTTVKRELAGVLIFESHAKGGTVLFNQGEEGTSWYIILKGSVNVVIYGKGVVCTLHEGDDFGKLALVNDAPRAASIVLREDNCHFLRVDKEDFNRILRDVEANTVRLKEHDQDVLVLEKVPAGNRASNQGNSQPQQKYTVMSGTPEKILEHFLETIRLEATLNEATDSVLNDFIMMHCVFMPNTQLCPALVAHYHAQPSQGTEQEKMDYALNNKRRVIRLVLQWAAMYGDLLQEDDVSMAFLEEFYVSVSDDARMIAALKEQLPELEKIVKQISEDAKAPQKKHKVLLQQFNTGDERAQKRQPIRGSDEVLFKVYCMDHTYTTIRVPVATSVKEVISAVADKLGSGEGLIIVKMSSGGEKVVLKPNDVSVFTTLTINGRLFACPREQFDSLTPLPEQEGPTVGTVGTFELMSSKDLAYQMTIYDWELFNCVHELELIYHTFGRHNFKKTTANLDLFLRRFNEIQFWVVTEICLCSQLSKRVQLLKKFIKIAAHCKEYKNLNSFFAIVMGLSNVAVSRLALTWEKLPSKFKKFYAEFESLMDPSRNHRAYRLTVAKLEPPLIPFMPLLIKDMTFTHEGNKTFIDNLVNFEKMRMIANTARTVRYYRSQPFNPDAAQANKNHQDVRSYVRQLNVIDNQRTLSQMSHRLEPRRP
#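 In this primary screen, activation is scored as increased exchange of BODIPY-GDP from Rap1B by 100 nM EPAC2, with 50 uM GDP as competitor. Signal is normalized to the 6.5 mM cAMP agonist control.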
# A549 tox: counter-screen for Nrf2 inhibitors: cytotoxicity in A549 cells | A549 ARE-Fluc cells, CellTiter-Fluor viability, 18-24 h | 0.16% of 390,000 active | Potency, µM (titrated, usually from 46 µM), for inactives: at the top dose activity change, negative = cytotoxicity, hits mostly inhibitors; further: potency means the concentration at half of the fitted maximal effect; on the % scale 0 is the no-effect control and ±100 the full control effect
#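 Cytotoxicity counterscreen: CellTiter-Fluor fluorescence was measured in A549 ARE_Fluc cells after 18-24 h of compound exposure in a concentration series. The subsequent BugLite luminescent read reports ARE-luciferase activity.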
# EPAC2 antag: antagonists of human EPAC2; Q8WZA2; EPAC2 GEF exchange of Rap1B-BODIPY-GDP, fluorescence; Potency, µM (titrated, usually from 114 µM), for inactives: at the top dose activity, negative = inhibition, most hits filed as inhibitors; 0.18% of 360,000 active; further: potency means the concentration at half of the fitted maximal effect; on the % scale 0 is the no-effect control and ±100 the full control effect; nearly all actives have a fitted effect of over 45% in size; many of its hits are not listed in these tables
# pAkt inh: Akt phosphorylation inhibition; Neuro2A IGF-stimulated pAkt S473 HTRF, 20 min; active compounds read low; activity change, % for hits at 50 µM; 0.32% of 360,000 active; in the data active means activity change below about -80%; inconclusive means mostly about -51% to -80%; further: on the % scale 0 is the no-effect control and ±100 the full control effect
#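 Neuro2A cells (4,500/well, DMEM with 0.5% FBS) were treated with compound at a single 50 µM final concentration, stimulated with 6 nM IGF for 20 min at 37 °C, and lysed. Phospho-Akt Ser473 was read by HTRF as 665/615 ratio ×10^4.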
# MmCpn inh: inhibitors of Methanococcus maripaludis chaperonin (MmCpn). 0.031% of 330,000 active. Potency, µM (doses to about 76.9 µM), for inactives: at the top dose activity, negative = inhibition, actives largely listed as inhibitors. purified Mm-Cpn ATPase, ADP Transcreener TR-FRET. AID 504842; further: potency means the concentration at half of the fitted maximal effect; on the % scale 0 is the no-effect control and ±100 the full control effect; nearly all actives have a fitted effect of over 80% in size
#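 Reaction buffer contained 30 mM Tris pH 7.4, 100 mM KCl, 5 mM MgCl2 and 1 mM DTT. Mm-CPN (25 nM final) hydrolysed 10 uM ATP over 30 min at 37°C; ADP was read by HTRF.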
# Nrf2 activator: Nrf2 pathway activation | AREc32 ARE-luciferase reporter (MCF7-derived line), luminescence, 24 h | Potency, µM (series often up to 46.1 µM), for the others: at the highest dose activation, usual class: activators | 0.31% of 410,000 active | AID 624171; further: potency means the concentration at half of the fitted maximal effect; % of control where 0% means no effect; nearly all actives have a fitted effect of over 65% in size
#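 AREc32 cells carrying an ARE-driven firefly luciferase, 1000 cells/well in OPTI-MEM with 5% FBS, dosed after overnight attachment and incubated 24 hr at 37 deg C. Steady-Glo luminescence read after 30 min at RT.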
# Starred values were filed as active, the others as inactive; i = inactive; ? = inconclusive; . = no result given; & = joins results of further samples; [ ] = another dose, or the depositor's remark. Unless noted, the call rests on the fitted dose curve; in most records, active means well fitted curve in the direction sought with a large enough effect; inconclusive means small, poorly fitted or top-dose-only effect, or another doubt; inactive means no such curve, though single readings can be large; an effect the other way counts as inactive or inconclusive. This is a subset, so the mix of outcomes need not match the whole.
SMILES,CCT chaperon mod,Nrf2 inh,TGFb SMAD3 inh,EPAC2 agonist,A549 tox,EPAC2 antag,pAkt inh,MmCpn inh,Nrf2 activator
Cc1nnc(NC(=O)c2ccccc2F)s1,1.4,9.3%,3.4%,10.2%,-2.3%,-1.9%,.,-1.3%,3.2%
COc1ccc(-c2noc(N3CCN(c4ccc(C)cc4)C(C)C3)n2)cc1OC (stereo not given),.,-50.7%,3.7%,.,7.6%,.,.,.,-0.6%
CC1(C(=O)N2CCCCC2)CCN1C(=O)c1ccccc1CCc1ccccc1 (stereo not given),0.9,.,-2.8%,-3.3%,.,-5.9%,i,.,0.6%[9.22 µM]
COc1ccc(C(=O)NCCSc2ccc(C)cc2)cc1,-1.3,23.3%,3.2%,-14.8%,-3.9%,-2.1%,i,1.4%,0.2%
CCN(C(=O)C1CCCN(S(=O)(=O)c2c(C)noc2/C=C/N(C)C)C1)c1cccc(C)c1 (stereo not given),.,-13.9%,7.5%,.,0.3%,.,.,.,-0.7%
O=C(NCC1CCCO1)c1ccc(CSCc2cccc(F)c2)o1 (stereo not given),1.6,3.7%,-21.0%,3.2%,4.2%,-6.4%,i,0.0%,0.6%
COc1cccc(Nc2cc(N3CCOCC3)c3nonc3c2[N+](=O)[O-])c1,-0.2,-11.6%,1.8%,-0.5%,-16.8%,0.8%,i,-0.7%,0.1%
O=C(CSc1nc2ccccc2c(=O)n1Cc1ccccc1)NCc1ccco1,0.5,-7.5%,-0.3%,-0.5%,0.0%[1.84 µM],8.4%,?,-11.7%,0.3%
Cc1nc(SCC(=O)c2cccc([N+](=O)[O-])c2)n[nH]1,2.1,.,18.9%,5.5%,0.8%,-4.7%,i,-0.2%,?
O=C(NC1CCCCC1)N(Cc1ccc(F)cc1)Cc1nc2ccccc2c(=O)[nH]1,-1.8,?,1.5%,-6.0%,-7.3%,-1.9%,i,-1.5%,-1.0%
Cc1ccc(CNCc2c(C(=O)O)n(Cc3ccc(C)cc3)c3cc(C)ccc23)cc1,.,?,28.2µM*,.,?,.,.,.,-1.5%
COc1ccc2cc(S(=O)(=O)N3CCN(C)CC3)ccc2c1,-4.0,10.0%,-4.3%,-0.7%,-2.8%,13.2%,i,0.0%,-1.0%
O=C(Nc1ccc(N2CCOCC2)c(S(=O)(=O)Nc2ccccc2Cl)c1)c1ccccc1,-2.6,16.4µM*,-18.1%,3.0%,-7.8%,-0.9%,i,-1.8%,-0.2%
COc1cccc(CN2CCNC(=O)C2CC(=O)NCCCn2ccnc2)c1 (stereo not given),0.2,3.4%,15.8%,4.9%,0.6%,-0.4%,i,2.7%,-0.6%
CCOC(=O)c1c(C)n(C)c2ccc(OC)c(NC(=O)CN3CCC4(CC3)OCCO4)c12,-2.0,11.7%,-3.8%,-1.1%,.,-2.8%,i,2.3%,-1.0%
CCn1nnnc1NCc1cccc(Cl)c1,0.8,5.0%,?,5.8%,-4.6%,15.6%,i,-1.4%,0.4%
C[C@@H]1CN([C@@H](C)CO)C(=O)c2cc(Br)cnc2O[C@H]1CN(C)C(=O)C1CCCCC1,1.7,.,?,-3.8%,.,3.9%,i,.,0.0%
CCOC(=O)N/N=C/c1cn(CCCOc2ccc(C)cc2)c2ccccc12,1.2,9.6%,-27.2%,1.6%,8.4%,-19.1%,i,2.6%,1.8%
O=C(N/N=C/c1ccc(F)cc1)c1cccc(NC(=O)c2ccc(F)cc2)c1,1.3,?,?,8.6%,-21.5%,-2.9%,i,-2.6%,5.0%
O=C(NCC1CCCO1)C1CCN(S(=O)(=O)Cc2ccccc2)CC1 (stereo not given),-0.6,9.4%,11.7%,-6.9%,-1.0%,1.0%,i,0.4%,0.3%
COc1cccc(-c2nc(-c3ccccc3)no2)c1,1.0,?,-14.0%,18.7%,2.9%,11.9%,i,-0.2%,?
COc1cccc(/C=N/NC(=O)CCCc2ccc(OC)c(C)c2)c1,-3.8,?,-25.3%,3.7%,2.5%,-6.0%,i,1.8%,-0.5%
O=C(c1cccc(C(=O)N2CCN(c3ccc(F)cc3)CC2)c1)N1CCN(c2ccc(F)cc2)CC1,2.2,.,?,9.7%,-26.7%,1.7%,i,0.6%,1.7%
CCC(C)NC(=O)c1sc2nc(C)c(C(=O)Nc3ccc(C)cc3C)c(-c3ccc(Br)cc3)c2c1N (stereo not given),.,6.6%[9.27 µM],4.9%,.,?,.,.,.,-0.4%
Cc1ccc(-n2c(CNc3ccc(C)c(Cl)c3)n[nH]c2=S)cc1,-0.6,-19.7%,?,-1.0%,-0.1%,-15.2%[57.1 µM],i,2.6%,-0.6%

# Entries shown so far with a nitro group on carbon:
SMILES,CCT chaperon mod,Nrf2 inh,TGFb SMAD3 inh,EPAC2 agonist,A549 tox,EPAC2 antag,pAkt inh,MmCpn inh,Nrf2 activator
COc1cccc(Nc2cc(N3CCOCC3)c3nonc3c2[N+](=O)[O-])c1,-0.2,-11.6%,1.8%,-0.5%,-16.8%,0.8%,i,-0.7%,0.1%
Cc1nc(SCC(=O)c2cccc([N+](=O)[O-])c2)n[nH]1,2.1,.,18.9%,5.5%,0.8%,-4.7%,i,-0.2%,?

# Reformatted with tabs: entries from further up
SMILES	CCT chaperon mod	Nrf2 inh	TGFb SMAD3 inh	EPAC2 agonist	A549 tox	EPAC2 antag	pAkt inh	MmCpn inh	Nrf2 activator
CC1(C(=O)N2CCCCC2)CCN1C(=O)c1ccccc1CCc1ccccc1 (stereo not given)	0.9	.	-2.8%	-3.3%	.	-5.9%	i	.	0.6%[9.22 µM]
COc1ccc(C(=O)NCCSc2ccc(C)cc2)cc1	-1.3	23.3%	3.2%	-14.8%	-3.9%	-2.1%	i	1.4%	0.2%

# Next structures.
SMILES,CCT chaperon mod,Nrf2 inh,TGFb SMAD3 inh,EPAC2 agonist,A549 tox,EPAC2 antag,pAkt inh,MmCpn inh,Nrf2 activator
CN=C1S/C(=C/c2cn(CC(=O)OC)c3ccccc23)C(=O)N1C,1.7,0.1%,10.2%,-41.6%[inhibitor],-24.5%,54.9%[activator],i,-3.3%,10.0%
CCCCN(C)CCNC(=O)Cn1c(=O)sc2ccccc21,-0.8,-10.0%,34.9%[activator],2.8%,-2.2%,10.9%,i,0.2%,-0.5%
O=C(O)c1cc(N2CCCCC2)ccn1,-0.3,9.0%,6.4%,-5.4%,-5.0%,7.2%,i,.,0.5%
Cc1ccccc1NC(=O)Nc1ccccc1N1CCCCC1,-0.3,?,?,3.1%,13.0%,?,i,4.3%,0.8%
CCOC(=O)Cc1nn(Cc2nc(-c3ccc(C)cc3)cs2)c(=O)c2ccccc12,2.2,?,-16.6%,10.4%,0.0%,-12.1%,i,-1.8%,0.7%
COc1cc(NC(=O)CCS(=O)(=O)c2nc(-c3ccc4c(c3)OCO4)cc(C(F)(F)F)n2)cc(OC)c1OC,.,2.9%[9.27 µM],-22.7%,.,1.5%,.,.,.,0.6%
Fc1cc(F)cc(NC(=S)NCCCN2CCOCC2)c1,-2.3,1.9%,3.5%,4.9%,-1.0%,-8.1%,i,0.3%,0.3%
Cc1cc(NC(=O)CSc2ccc3nnc(-c4ccc(F)cc4)n3n2)no1,-1.1,14.9%,-2.3%,-4.0%,-0.9%,0.0%,i,-4.2%,-0.6%
Cc1cc(NS(=O)(=O)c2ccc(NC(=O)Cc3ccccc3)cc2)nc(C)n1,-2.6,-0.4%,1.3%,5.1%,2.2%,-17.7%,i,-0.3%,-0.6%
COc1ccc(C(=O)NCc2ccc(Cl)cc2)cc1S(=O)(=O)N1CCCC1,-2.4,-19.1%,?,16.1%,-0.3%,-2.1%,i,-14.3%,-0.7%
O=C1NC2c3c(I)sc(I)c3C(=O)C2O1 (stereo not given),2.6,?,?,15.8%,-8.0%,9.3%,i,.,11.2µM*
Cc1c(C(=O)O)sc2ncnc(N3CCCCC3C)c12 (stereo not given),-0.7,?,-1.4%,-0.8%,-29.0%,-0.3%,i,-9.4%,-0.3%
COc1ccc(NC(=O)C[C@H]2C(=O)N(c3ccccc3)C[C@@H]2Cc2ccccc2)cc1,0.0,.,0.7%,8.5%,.,6.6%,i,.,0.3%
COc1cccc(C(=O)Nc2ccc(-n3nncc3C(C)(C)C)cc2)c1,-1.7,-20.5%,1.6%,9.5%,-10.8%,-4.9%,i,0.5%,2.2%
COc1ccc(CCNc2cn[nH]c(=O)c2Cl)cc1OC,0.5,7.4%,5.9%,3.7%,-1.3%,-5.7%,i,-1.4%,-0.4%[9.22 µM]
COc1cc(C(=O)OCC(=O)N(CC(C)C)C2CCS(=O)(=O)C2)ccc1OCC(C)C (stereo not given),-0.9,1.4%,1.1%,2.9%,6.0%,3.0%,i,-1.2%,0.6%
CC(=O)c1ccc(OCCCC(=O)Nc2cccc(S(=O)(=O)N3CCOCC3)c2)cc1,-2.4,-18.5%,29.6%,11.8%,2.0%,-1.4%,i,1.5%,2.9%
Cc1c(NC(=O)c2cc(-c3ccccc3O)on2)c(=O)n(-c2ccccc2)n1C,1.2,-22.4%&10.5%,1.9%&-1.4%,6.6%,-1.2%&-5.2%,11.1%,i,0.6%,0.1%&20.1%
CCOC(=O)Cn1c2c(c(=N)c3c1CCC3)CCC2,1.1,-23.8%,-5.3%,0.0%,-4.5%,17.1%,i,-0.3%,0.1%
OCCCN1CNC(=S)NC1,2.0,.,3.5%,8.1%,.,-16.8%,i,.,-0.4%
COc1ccccc1Nc1nc(N)nc(CSCCO)n1,-5.9,2.6%,0.0%,-4.8%,-15.4%,7.0%,i,-7.9%,1.7%
COc1ccc(NC(=O)N2CCC(n3cnc4ccccc43)CC2)cc1,-4.1,-11.1%,-3.9%,12.6%,-1.3%,0.5%,i,1.8%,3.3%
